# KLF5 inh – KLF5 expression inhibitors, primary screen, DLD-1 cells, luminescence. DLD-1 KLF5 promoter-luciferase reporter. inhibition, % at 5 µM. 290,000 compounds, 0.23% hits. AID 1700, 2009;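 active means inhibition above a per-plate limit of that plate's mean compound inhibition plus 3 SD, cut at about 60% in these data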;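 further: 0% = DMSO wells and 100% = LY294002 at 200 µM; higher means less KLF5 promoter-driven luciferase light; inactives centre near -14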
# IEC-6 cytotox – cytotoxicity in IEC-6 intestinal epithelial cells, primary screen, cytotoxicity control for KLF5 inhibitor project, cell-based, luminescence; IEC-6 cytotoxicity, luminescence viability; inhibition, % at 5 µM; 290,000 compounds, 0.78% hits; in the data active means inhibition above about 22%;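 further: 0% = plate median of test compound wells and 100% = cytotoxic reference compound wells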
# AI-2 QS modul – Vibrio harveyi AI-2 quorum sensing modulators, primary screen, JMH597 strain, luminescence/OD600 ratio; activity change, % at 7.5 µM; Vibrio harveyi JMH597 AI-2 luminescence/OD600 ratio, 9 h; active compounds read low; strain lacks LuxN and CqsS sensors; 0 = neutral-control median; 300,000 compounds, 0.4% hits; in the data active means activity change below about -75%, passing the limit was not always enough;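 further: luminescence divided by OD600 gain over 9 h not by final OD600 alone; inactives centre near 13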
# HSF1 inhib – HSF1 inhibitors in luciferase reporter cells, primary screen, cell-based, NIH3T3, luminescence | NIH3T3-HGL HSE-luciferase, MG132-induced, luminescence 8 h; active compounds read low | AID 2098, 2009 | activity change, negative = inhibition, % at 7.5 µM (by protocol) | 300,000 compounds, 0.77% hits;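 active means more than half of replicate wells show activity change below -50%, luminescence cut by over half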;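 further: luciferase reports HSF-1 transcriptional activity via heat shock element; 0% = median of DMSO wells and -100% = zero luminescence signal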
# HSF-1 act – HSF-1 activators, primary screen, NIH3T3-HGL cells, MG132 stress, luminescence, single point; activation, % at 9 µM; 300,000 compounds, 1.7% hits; AID 504408, 2011; NIH3T3-HGL HSF-1 luciferase reporter, 8 h; 100% = twice DMSO control signal;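 active means mean replicate activation of at least 50% with a set share of replicates each reaching 50%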;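 further: 0% = median of the neutral control wells and 100% = twice that signal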
# SKKanGAS inh – S. pyogenes SKKanGAS growth inhibitors in kanamycin, primary screen, streptokinase expression inhibitor project, SKKanGAS strain, BacTiter-Glo luminescence; 6 h; inhibition, % at 7.5 µM; 300,000 compounds, 1.3% hits; AID 1662, 2009;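 active means mean replicate score, as percent of positive control median, at least 50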;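 further: strain carries kanamycin resistance gene driven by streptokinase promoter and grows in 40 µg/ml kanamycin; loss of luminescence reflects streptokinase promoter inhibition or plain growth inhibition; 0% = median of DMSO wells and 100% = positive control at its reference dose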
# Platelet DG rel – inhibitors of platelet dense granule secretion, primary screen, cell-based, MLPCN, human platelets | human platelet-rich plasma, SFLLRN dense granule ATP release, luminescence | inhibition, %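 (compounds screened at 7.5 µM in platelet-rich plasma)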 | 300,000 compounds, 0.22% hits;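 active means mean replicate score, as percent of positive control, at or above 50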
# aSyn 5UTR inh – MLPCN primary screen, SNCA 5' untranslated region; alpha-synuclein 5'UTR reporter, inhibitor activity; inhibition, % (tested at 7.5 µM); 300,000 compounds, 0.82% hits; in the data active means inhibition above about 60%;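 further: H4 neuroglioblastoma cells stably carrying SNCA 5'UTR luciferase fusion; 0% = DMSO wells and 100% = positive control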
# HSP90 refold inh – HSP90 inhibitors, primary screen, cell lysate, luminescence; inhibition, % at 5.6 µM; Rabbit reticulocyte lysate, luciferase refolding luminescence, 3 h; AID 1789, 2009; Heat shock protein HSP 90 (rabbit reticulocyte lysate; luciferase refolding); 290,000 compounds, 0.91% hits;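 active means inhibition above the screen-wide mean plus 3 SD, computed separately per campaign, cut at about 16% in these data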;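 further: 0% = DMSO wells and 100% = 60 µM geldanamycin wells; inhibitors lower the luminescence because luciferase stays unfolded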
# HIF activator – HIF pathway transcriptional activators, primary screen, cell-based, U2OS HRE-luciferase, luminescence; U2OS HRE-luciferase reporter; normalized: DMSO 0%, desferrioxamine 100%; 300,000 compounds, 0.32% hits; activation, % at 7.5 µM (by protocol);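 active means mean activation of at least 10% of the iron chelator positive control signal, with at least half of replicates also reaching 10%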
# The depositor's hits bear a star; / = no result given; & = joins results of further samples.
compound,KLF5 inh,IEC-6 cytotox,AI-2 QS modul,HSF1 inhib,HSF-1 act,SKKanGAS inh,Platelet DG rel,aSyn 5UTR inh,HSP90 refold inh,HIF activator
Cc1nnc(Oc2ccccc2)c2ccccc12,-44,1,16,-3,7,0,4,-45,2,0.3
COc1ccccc1N1C(=O)CC(Sc2n[nH]c(-c3cccc(C)c3)n2)C1=O (stereo unspecified),-19,-4,21,2,6,-2,3,-35,-2,-11
CC(C)OC(=O)c1cc(C(=O)c2cc(Cl)ccc2O)coc1=N,3,2,15,-4,-11,4,-1,-3,-1,-0.1
CC(C)Cn1c(N)c(C(=O)COC(=O)C2CC(=O)N(c3ccc4c(c3)OCCO4)C2)c(=O)n(C)c1=O (stereo unspecified),/,/,33,-1,8,-2,/,-6,/,0.0
CN1CCN(c2ccc(NC(=O)c3ccc(Cl)cc3Cl)cc2)CC1,-66,-2,-12,6,11,6,2,-136,-3,2.6
CCN1C(N(C)CCc2cccs2)=N[C@@H](c2ccccc2)C(C(=O)OC)=C1C,-7,-2,10,-5,-1,7,4,2,-1,-0.2
CCc1ccccc1NC(=O)Cn1nnc(C(=O)NCc2cccs2)c1N,12,10,34,-6,13,-12,-5,-8,2,1.5
O=C(Nc1ccccc1)N1CCN(Cc2ccc3c(c2)OCO3)CC1,-47,-2,23,0,6,-2,17,-3,4,-0.2
O=C(NNC(=O)c1ccccc1O)c1ccc(Cl)c(S(=O)(=O)N2CCCCC2)c1,/,/,30,3,12,31,17,-8,/,-2.5
COCCn1c(SCC(=O)NC(=O)NCc2ccccc2)nc2ccccc21,-34,-2,-4,-3,1,-6,8,12,0,-0.3
CCOC(=O)c1sc(NC(=O)C(CC)Sc2nccn2C)nc1C (stereo unspecified),9,6,12,-1,-15,-6,1,20,3,0.0
COC(=O)c1[nH]c2cccc(OC)c2c1NC(=O)CN1CCN(c2cccc(OC)c2)C(C)C1 (stereo unspecified),7,-2,0,2,19,8,1,38,0,-0.1
CC12CCC(C(=O)N(NC(=O)c3cc(Cl)ccc3O)C1=O)C2(C)C (stereo unspecified),-18,-2,8,-5,-1,10,-2,9,6,0.0
O=C(Nc1ccc(F)cc1)Oc1ccccc1N1CCOCC1,-15,-2,20,4,3,30,-1,-17,-3,0.0
O=C(Nc1cccc(-c2nn[nH]n2)c1)c1ccc(Br)s1,-44,1,16,-5,25,2,10,-8,2,-0.2
Fc1ccc(-n2ncc3c(SCc4cccnc4)ncnc32)cc1,-49,-1,17,20,39,0,10,-138,-2,2.3
O=C(c1cccnc1)N1C2CCC1CC(O)(c1ccc(F)cc1)C2 (stereo unspecified),-16,-1,15,-7,1,-2,-1,1,0,/
Cc1cc(S(=O)(=O)N2CC(=O)N(CCc3ccccc3)C(=O)C2)ccc1F,-9,3,18,-1,9,-2,-4,3,0,-0.3
COc1cc(/C=C/c2onc(C)c2[N+](=O)[O-])cc(OC)c1OC,/,/,16,15,43,-5,-2,-19,/,0.6
O=C(NCc1ccc2c(c1)OCO2)Nc1ccc2ccccc2c1,-7,0,0,0,11,8,10,8,0,0.2
Cc1ccc(NC(=O)CN2CCCC2)cc1Br,-69,3,12,-6,5,-1,-5,-5,2,1.3
COc1cc(/C=N/NC(=O)c2cnccn2)cc(OC)c1OC,-22,-1,-3,-5,1,-2,-5,1,0,2.0
COc1ccccc1NC(=O)CSc1nc2c(sc3ccccc32)c(=O)n1CCN(C)C,-2,1,12,-4,12,10,5,-22,-5,0.2
CCN(CC)c1ccc(NC(=O)/C=C\c2ccccc2Cl)cc1,-121,-6,-15,/,/,27,-7,-190,0,3.4
COc1ccc(C(=O)Nc2nc(C)c(C)s2)cc1OC,-90,2,14,15,34,-8,2,-142,-2,4.6
Cc1ccc(S(=O)(=O)/N=C(/c2ccc(F)cc2)N2CCCC2)cc1,-50,4,30,8,36,5,2,5,3,0.0
COc1ccc(Cn2c(=N)c(C(=O)NC3CCCCC3)cc3c(=O)n4ccccc4nc32)cc1,18,-2,12,5,9,10,0,20,1,0.3
Cc1nnc2sc(SCC(=O)N3CCC(C)CC3)nn2c1=O,-6,-1,-5,-7,3,-8,-12,6,1,0.0
O=C(N[C@@H](Cc1ccccc1)C(=O)NCc1ccc(F)cc1)C1CCNCC1,-54,-2,18,-9,-14,-5,-6,-15,1,-0.1
CCOc1ccc(C2(C)NC(=O)N(CCN(C)C)C2=O)cc1 (stereo unspecified),-29,3,10,-4,9,0,-1,1,1,0.2
COc1ccc(CNC(=O)[C@@H](NC(=O)C2CCN(C(=O)[C@@H]3CCCN3C(=O)OC(C)(C)C)CC2)C(C)C)cc1,-8,2,2,-2,10,0,2,11,-2,-0.2
O=C(CCNC(=O)c1ccccc1Cl)Nc1ccncc1,-18,0,15,0,-4,24,-3,6,-3,-0.1
O=C(Nc1ccc(Br)cc1)c1cccnc1N1CCCCC1,-31,1,/,0,-7,-1,17,14,3,-0.2
CCc1cccc(CC)c1NC(=O)COC(=O)c1ccccc1-c1nc2ccccc2s1,-36,0,16,2,9,8,-10,40,-3,-0.4
c1ccc(Cc2nn3c(Cn4nnc5ccccc54)nnc3s2)cc1,-22,2,-3,-1,4,5,4,15,-4,0.1
NC(=O)c1ccc(NC(=O)C2COc3ccccc3O2)cc1 (stereo unspecified),-38,-1,1,3,2,-3,-2,-12,1,-1.8
CC(C)NCCOCCOc1ccccc1F,-26,-4,14,-3,16,-3,-2,0,-1,0.3
COc1ccc(-n2c(SCC(=O)NNC(=O)c3ccccc3C)nnc2-c2ccncc2)cc1,-6,0,26,-1,4,3,-6,-7,-6,0.1
CCOC(=O)C1CCN(c2cc3c(cc2NC(=O)c2ccc(OC)c(OC)c2)n(C)c(=O)n3C)CC1,-7,-5,14,-10,-9,28,8,-39,0,0.3
CCOc1cc(N2CCOCC2)c(OCC)cc1NC(=O)CN1CCCC1,-16,5,3,4,30,-3,-22,3,-4,0.4
CC(=O)Nc1nc(CC(C)C)cc(-c2ccco2)c1C#N,3,4,10,2,-15,-11,-7,8,4,-0.1
COc1ccc(OC)c(NC(=O)CN2C(=O)C3(OCCCO3)c3ccccc32)c1,-1,-5,41,-4,8,-9,4,17,2,-0.1
CCOC(=O)N/N=C/c1ccc(Oc2ccccc2)cc1,-82,2,-58,12,12,6,4,-34,-3,2.7
O=C(c1ccc(COc2ccccc2Cl)o1)N1CCN(Cc2ccc3c(c2)OCO3)CC1,-9&-17,-3&-7,9&10,4&7,-5&2,-1&-7,-6&-1,14&3,2&8,0.5&0.2
CCC(CC)CN1C(Nc2ccccc2)=NC[C@@H]1C,-26,-6,7,-6,-2,-3,-1,-7,-5,-0.1
CCn1c(CNc2ccc(C)cc2C)nnc1SCC(=O)N1CCCc2ccccc21,2,-5,20,13,4,-6,-1,5,2,-0.9
O=C(CCl)NCCNC(=O)c1cc(OCC(F)(F)F)ccc1OCC(F)(F)F,-2,4,18,2,6,-4,-4,-40,3,-0.3
O=S(=O)(c1ccc(S(=O)(=O)N2CCCC2)cc1)N1CCCCC1,-30,4,24,-5,-5,0,2,-3,-1,0.5
CCN1/C(=C\C=C2\C(=O)N(c3ccccc3)C(=S)N2C)Sc2ccccc21,-6,-1,19,-4,5,15,20,46,3,0.0
CC(C)c1ccc(/C=C/C(=O)Nc2nc3ccc([N+](=O)[O-])cc3s2)cc1,-9,-1,25,-3,-3,11,0,10,-4,-0.7
COc1ccc2nc(C3CCCCC3)c3c(c2c1)CCC3,/,/,2,-10,3,2,-1,22,/,0.1
COc1ccc(-n2c(C)cc(C)c(C(C)=O)c2=S)cc1,5,1,4,-8,3,-5,-7,-1,6,-1.0
COc1ccc(CCNC(=O)c2cc(-c3ccccc3)c(N3CCOCC3)s2)c(OC)c1OC,-51,1,/,3,13,13,6,-12,-3,0.2
COC(=O)N/N=C/c1ccc(OS(=O)(=O)c2ccc(C)cc2)c(OC)c1,16,8,6,-5,17,-4,0,-2,0,-0.8
COc1ccc(/C=C2\C(=O)NCC(=O)N2Cc2ccccc2)cc1,26,16,30,0,-9,-6,-2,-62,0,2.7
COc1ccc(C2CC(c3cccs3)=NN2C(=O)CSc2nncs2)cc1OC (stereo unspecified),-12,-3,10,15,17,5,1,-7,-2,0.0
O=C(c1ccco1)N1CCN(C(=O)c2cc3c(s2)-c2ccccc2OC3)CC1,17,-3,11,9,31,-6,-1,8,3,0.0
Cc1ccc2c(c1)Oc1ccc([N+](=O)[O-])cc1C(=O)N2,8,6,8,-4,14,0,6,-5,1,0.0
CC1CCCCC1NC(=O)c1cncc(Br)c1 (stereo unspecified),7,-2,6,-9,-1,4,-3,-8,1,1.6
O=C(COc1cccc2ccccc12)N1c2ccccc2CCc2ccccc21,-35,-1,14,-3,-1,30,2,5,2,-0.7

# (cont.)
compound,KLF5 inh,IEC-6 cytotox,AI-2 QS modul,HSF1 inhib,HSF-1 act,SKKanGAS inh,Platelet DG rel,aSyn 5UTR inh,HSP90 refold inh,HIF activator
Cc1[nH]c2ccccc2c1N=Nc1cc(C(=O)O)cc(C(=O)O)c1,16,-2,27,-2,-2,-6,-1,11,-4,-0.5
COCCn1c(C(C)C)nc2sc3ccccc3c(=O)c2c1=O,17,0,2,11,43,5,-12,37,-3,0.6
Cc1ccc(N2CCN(/N=C/c3cccnc3)CC2)cc1,1,4,40,-14,-31,2,6,-19,2,0.8
CCCCSc1nc(C)cc(SCC(=O)N/N=C/c2ccccc2)n1,-15,1,2,-10,6,4,-7,14,2,-0.1
Cc1cccc(NC(=O)CSCC(=O)NCc2ccco2)c1,-25,-1,35,-8,16,2,1,0,1,0.6
COc1ccc(-c2csc(NC(=O)CSc3nc(C)nc4sc(C(=O)O)c(C)c34)n2)cc1,11,-7,53,-4,0,17,-2,-13,-3,-0.2
COc1ccc(CCNC(=O)c2ccc(-c3ccc([N+](=O)[O-])cc3)o2)cc1OC,8,-2,9,5,9,2,0,-50,0,2.0
O=C(NCCCn1ccnc1)c1nc(Cn2cc([N+](=O)[O-])cn2)no1,47,-2,20,1,15,15,0,-18,-3,-0.4
CCOc1ccccc1C1CC(=O)NC(SCC)=C1C#N (stereo unspecified),9,-2,16,-2,12,-8,-9,-16,1,-0.2
CCN(CC)c1ccc(C(=O)NNC(=O)CCl)cc1,-46,4,19,-2,-2,-6,2,-19,6,-0.3
Cc1ccccc1CC(=O)N1CCN(C(=O)C2CCCO2)CC1 (stereo unspecified),-11,-6,34,-3,-21,-3,-7,-25,-3,-0.7

# Source: PubChem
